# Source: PubChem
# Hsp70 act = switches on Hsp70 transcription; HeLa Hsp70 promoter luciferase reporter, luminescence; scaled: vehicle 0, proteasome-inhibitor control 100%; activation, % at 10 µM; actives 0.04% (n = 200,000); AID 1203;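 active = activation above the mean across all tested compounds plus 3 SD, cutoff set per campaign, cut at about 5.5% in these data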;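 note: 100% = MG132 at 30 µM as the positive control and 0% = DMSO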
# STAT1 inh = reduces IFN-gamma driven STAT1 reporter signal; inhibition, % at 5.5 µM; actives 0.35% (n = 200,000); AID 920; NIH 3T3 STAT1-luciferase reporter, luminescence;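 active = inhibition above a set limit, the mean inhibition across all tested compounds plus 3 SD, cut at about 34% in these data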;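 note: 0% = IFN-gamma with DMSO and 100% = IFN-gamma with 300 µM nifuroxazide; values of inactives mirror those of a sister screen read the other way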
# STAT3 act = increases IL-6 driven STAT3 reporter signal; U3A cells, IL-6 STAT3-luciferase reporter, luminescence; 100% = signal with IL-6 EC80 alone; activation (% of control), % at 5.6 µM; actives 0.91% (n = 190,000); AID 871;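 active = activation above the screen-wide mean of compound activation plus 3 SD, cut at about 130% in these data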;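 note: 0% = background luminescence of wells with medium and substrate only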
#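 Material: human STAT1-deficient U3A cells with stable STAT3-luciferase reporter / Probe or stimulus: IL-6 stimulus at 33 ng/mL final / Schedule: 1 h compound pre-exposure, 6 h IL-6 stimulation, 37 °C / Technique: luminescence / Read-out basis: percent of IL-6-only median luminescence / Control set: IL-6-only high control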
# HMGR II inh = blocks class II HMG-CoA reductase of Enterococcus faecalis; purified E. faecalis HMGR, NADPH absorbance 340 nm kinetic; inhibition, % at 10 µM; actives 0.41% (n = 190,000); AID 1066;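 active = inhibition above a set limit, the median over all tested compounds plus 3 SD, cut at about 9.5% in these data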;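 note: enzyme runs in reverse so mevalonate oxidation gives rising NADPH absorbance; 0% = complete reaction with DMSO and 100% = background rate lacking mevalonate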
# DTT redox prof = compounds producing H2O2 with reducing agent – biochemical, NIH compound library profiling, artefact control for MLSCN library redox annotation, primary screen | activation, % at 10 µM | DTT-dependent redox cycling H2O2, phenol red/HRP absorbance; 100% = 100 µM peroxide control, 0% = buffer | actives 0.03% (n = 200,000);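 active = activation of at least 50% relative to the plate's high and low controls in the primary single-dose screen; inactive = activation below 50%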;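 note: compound incubated with DTT at 0.8 mM final as the reducing agent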
# APP 5'UTR act = activates APP 5'UTR luciferase reporter | activation, % at 2 µM | SH-SY5Y APP 5'UTR luciferase reporter, luminescence; zero percent = DMSO vehicle wells | actives 1% (n = 190,000);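 active = activation above a set limit, based on mean plus 3 SD of controls, cut at about 140% in these data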; note: values of inactives mirror those of a sister screen read the other way
# NF-kB expr up = NF-kB expression increase, human neuronal cells. NF-kB reporter expression; hits give high values. fold change at 12.5 µM. actives 1.6% (n = 190,000); in the data active = fold change above about 3.3
# STAT3 inh = reduces IL-6 driven STAT3 reporter signal. inhibition, % at 5.5 µM. actives 0.89% (n = 190,000). U3A cells, IL-6 STAT3-luciferase reporter, luminescence; host cell line lacks STAT1;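 active = inhibition above the mean inhibition across all screened compounds plus 3 SD, cut at about 44% in these data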;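 note: 0% = DMSO only wells and 100% = 100 µM nifuroxazide control wells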
# STAT1 act = increases IFN-gamma driven STAT1 reporter signal; NIH 3T3 STAT1-luciferase reporter, luminescence; 100% = IFN-gamma alone, no compound; AID 932; activation (% of control), % at 5.5 µM; actives 2.6% (n = 200,000);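 active = activation above the screen-wide mean activation plus 3 SD, cut at about 130% in these data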;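 note: raw ratio to IFN-gamma control signal so 100% means no change and 0% no light; values of inactives mirror those of a sister screen read the other way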
# TLR4-MyD88 BLA = blocks binding of human TLR4 to MyD88; HeLa CL3-4 TLR4/MyD88 BLA complementation, FRET ratio; O00206+Q99836; AID 861; actives 0.18% (n = 200,000); inhibition, % at 8.4 µM; in the data active = inhibition above about 25%;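 note: 0% = vehicle and 100% = reference inhibitor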
# Target sequence (O00206 whole entry, looked up): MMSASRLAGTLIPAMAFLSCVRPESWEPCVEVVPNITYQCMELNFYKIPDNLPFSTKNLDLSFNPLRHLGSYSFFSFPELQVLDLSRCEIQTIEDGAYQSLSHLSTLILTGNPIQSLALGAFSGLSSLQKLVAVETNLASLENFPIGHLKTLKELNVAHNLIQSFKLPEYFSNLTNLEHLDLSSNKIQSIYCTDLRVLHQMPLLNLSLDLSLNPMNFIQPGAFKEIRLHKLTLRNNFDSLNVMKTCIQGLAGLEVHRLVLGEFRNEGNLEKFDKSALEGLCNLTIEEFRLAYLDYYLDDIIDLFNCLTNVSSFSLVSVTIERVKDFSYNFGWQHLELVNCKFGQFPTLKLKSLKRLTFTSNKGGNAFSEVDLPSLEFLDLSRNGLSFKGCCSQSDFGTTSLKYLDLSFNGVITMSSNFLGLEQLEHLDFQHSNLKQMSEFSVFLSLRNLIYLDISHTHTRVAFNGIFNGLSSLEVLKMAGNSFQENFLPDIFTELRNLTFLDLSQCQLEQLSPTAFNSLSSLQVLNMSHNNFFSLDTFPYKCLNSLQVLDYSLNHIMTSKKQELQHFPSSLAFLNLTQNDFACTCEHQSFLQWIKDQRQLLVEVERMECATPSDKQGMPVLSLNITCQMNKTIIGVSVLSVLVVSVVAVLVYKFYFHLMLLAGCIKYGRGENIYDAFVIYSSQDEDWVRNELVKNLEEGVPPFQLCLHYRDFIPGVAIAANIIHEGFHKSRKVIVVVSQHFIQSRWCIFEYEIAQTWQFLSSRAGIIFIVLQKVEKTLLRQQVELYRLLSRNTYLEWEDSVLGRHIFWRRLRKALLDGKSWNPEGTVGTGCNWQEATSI
# Target sequence (Q99836 whole entry, looked up): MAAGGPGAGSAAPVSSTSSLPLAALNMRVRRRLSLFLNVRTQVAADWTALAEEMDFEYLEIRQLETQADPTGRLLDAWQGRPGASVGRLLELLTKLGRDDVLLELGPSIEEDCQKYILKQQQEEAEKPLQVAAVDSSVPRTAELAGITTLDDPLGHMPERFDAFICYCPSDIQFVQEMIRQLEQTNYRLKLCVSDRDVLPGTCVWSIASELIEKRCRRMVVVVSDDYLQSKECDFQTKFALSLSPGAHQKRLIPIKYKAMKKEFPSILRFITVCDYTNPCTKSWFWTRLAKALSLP
# Numbers without * were called inactive; · = not tested or not shown.
cpd	compound	Hsp70 act	STAT1 inh	STAT3 act	HMGR II inh	DTT redox prof	APP 5'UTR act	NF-kB expr up	STAT3 inh	STAT1 act	TLR4-MyD88 BLA
1	CNc1c([N+](=O)[O-])cnn1-c1ccccc1F	0.0	-11	106	-4	-0.1	8	1.7	4	108	0
2	CCCCOC(=O)C1C2C=C[C@]3(CN(C(C)c4ccc(OC)cc4)C(=O)[C@H]13)O2 (some centres not stated)	0.0	-6	102	1	1.1	3	1.1	-1	106	-3
3	CCC(=O)Nc1cccc(NC(=O)c2cccc([N+](=O)[O-])c2)c1	-0.3	-3	95	-1	-9.0	9	0.99	13	103	5
4	S=C(NCC1CCCO1)Nc1cc(Cl)c(Cl)cc1Cl (configuration not stated)	0.1	2	88	2	0.1	-17	1.3	21	97	-10
5	O=C1CC(c2ccccc2)Cc2nc(N3CCc4ccccc43)ncc21 (configuration not stated)	-0.1	-2	104	·	4.8	2	·	-4	102	9
6	Cc1cccc(CCNC(=O)CC2C(=O)NCCN2CC2CCCCC2)n1 (configuration not stated)	-0.2	-5	92	-1	-0.7	-6	1.1	13	103	-7
7	Cc1ccc(S(=O)(=O)N(C)C)cc1NC(=O)COC(=O)CCC(=O)c1cccs1	0.0	2	101	-20	-0.3	10	1.2	-1	99	0
8	Cc1ccc(C(=O)N/C(=C/c2cccnc2)C(=O)NCc2ccco2)cc1	-0.3	10	91	-5	-0.2	13	1.1	14	91	6
9	Clc1ccc(OCc2nnc(SCc3nnc(-c4ccccc4)o3)o2)c(Cl)c1	-0.4	-12	90	1	0.3	9	1.5	16	111	3
10	CCOC(=O)C(=O)NNc1cccc(C)c1C	-0.3	8	97	0	-0.7	22	1.3	3	93	19
11	O=C(CNC(=O)C(c1ccccc1)c1ccccc1)N/N=C/c1ccc(O)c([N+](=O)[O-])c1	-0.3	-2	104	-3	-0.2	0	1.1	-8	102	-6
12	O=C(Cn1cnc2c(oc3ccccc32)c1=O)N1CCN(c2ccccc2)CC1	-0.3	3	106	-8	-0.2	11	1.2	-7	97	-5
13	Cc1ccccc1NC(=O)c1sc(NC(=O)COc2ccccc2)c(C#N)c1C	-0.3	-3	100	-2	-0.2	3	0.75	-1	103	6
14	Cc1ccc(-c2c(C)n([O-])c3c([n+]2=O)CCCCC3)o1	-0.2	-1	99	1	-0.3	-8	1.2	8	101	1
15	COc1ccc(/C=N/NC(=O)c2nc(-c3ccccc3)cc(-c3ccccc3)n2)cc1OC	0.6	-13	80	-1	-3.1	8	0.44	29	111	-10
16	O=C(NC(=S)Nc1nc(-c2cccc([N+](=O)[O-])c2)cs1)c1ccccc1Cl	-0.3	-3	93	1	-0.8	17	1	10	102	-6
17	O=C(NCC(c1cccnc1)N1CCOCC1)c1cccs1 (configuration not stated)	-0.3	-3	99	-9	2.0	4	1.2	4	103	-3
18	CC(=O)OC[C@H]1O[C@@H](O/N=C/[C@@H](C)[C@H](OCc2ccccc2)C(C)C)[C@H](OC(C)=O)[C@@H](OC(C)=O)[C@@H]1OC(C)=O	-0.1	-5	97	0	0.3	3	1.2	0	104	-4
19	CCCc1nnc(SCC(=O)N2CCCCC2C)n1CCOC (configuration not stated)	-0.1	-8	104	-9	-0.1	19	1.3	2	106	-14
20	CC(=O)C1=C(NC(=O)c2ccccc2F)C[C@@H]2[C@H]1C2(C)C	-0.3	-5	90	-2	0.0	-3	1.2	14	101	7

# Molecules above that have an aryl methoxy group, in the order listed:
cpd	compound	Hsp70 act	STAT1 inh	STAT3 act	HMGR II inh	DTT redox prof	APP 5'UTR act	NF-kB expr up	STAT3 inh	STAT1 act	TLR4-MyD88 BLA
2	CCCCOC(=O)C1C2C=C[C@]3(CN(C(C)c4ccc(OC)cc4)C(=O)[C@H]13)O2 (some centres not stated)	0.0	-6	102	1	1.1	3	1.1	-1	106	-3
15	COc1ccc(/C=N/NC(=O)c2nc(-c3ccccc3)cc(-c3ccccc3)n2)cc1OC	0.6	-13	80	-1	-3.1	8	0.44	29	111	-10

# (further entries)
cpd	compound	Hsp70 act	STAT1 inh	STAT3 act	HMGR II inh	DTT redox prof	APP 5'UTR act	NF-kB expr up	STAT3 inh	STAT1 act	TLR4-MyD88 BLA
21	NC(=O)c1cnn(Cc2ccc(Cl)cc2)c1N	-0.3	6	97	-5	0.5	12	1.3	13	94	-4
22	CCS(=O)(=O)c1ccc(-c2csc(-c3ccccc3)n2)c(Cl)c1Cl	-0.3	-10	97	0	-3.4	11	0.66	8	109	-2
23	COc1ccccc1NC(=O)N1CCC(c2nc3cc(C)c(C)cc3[nH]2)CC1	0.4	-8	118	0	0.9	-58	2.6	-18	108	-12
24	O=C(O)c1cccc(NCc2ccncc2)c1	-0.6	1	96	-6	0.1	10	0.97	3	99	-5
25	S=C(NCCCN1CCOCC1)N1CCN(c2nc(-c3ccccc3)cs2)CC1	-0.5	14	83	-11	-0.7	-1	0.56	25	86	-3
26	COC(=O)c1cccc(-c2ccc(C(c3c(C)[nH][nH]c3=O)c3c(C)[nH][nH]c3=O)o2)c1	0.3	-17	113	5	-0.2	6	0.98	-10	112	2
27	CCOc1cccc(/C(O)=C2/C(=O)C(=O)N(CCOC)C2c2ccco2)c1 (configuration not stated)	0.2	-2	98	-5	2.5	-5	1.5	2	102	-6
28	O=C(CCNS(=O)(=O)c1cccc2nsnc12)NCc1ccccc1Cl	0.0	-2	104	-3	-0.6	-4	1.1	-5	102	8
29	Nc1nc(Nc2ccc(Cl)cc2)nc2ccccc12	-0.3	24	50	-1	0.3	115	6*	62*	78	8
30	Cc1ccc(Nc2nc(-c3ccc(O)cc3O)cs2)nc1	-0.2	-49	92	-7	-0.3	151*	5.3*	14	143*	5
31	Cc1nnc(SCC(=O)NNC(=O)c2ccc(Cl)cc2)n1CC1CCCO1 (configuration not stated)	-0.4	4	101	0	-0.5	-11	0.86	1	94	15
32	CCSc1nc(N2CCOCC2)c2c(c1C#N)CCCC2	-0.4	7	98	2	1.9	4	1.2	2	94	-14
33	CC12C(=O)N(c3cccc(OC(=O)c4ccco4)c3)C(=O)C1C1c3ccccc3C2c2ccccc21 (configuration not stated)	0.6	5	108	-2	0.1	-52	3	-2	95	0
34	COc1ccc(N=c2scc(C)n2CCCN2CCCC2=O)cc1	0.2	-3	96	-7	-2.3	6	1.3	11	102	-3
35	Cc1cc(O)cc(O)c1C(=O)Cc1ccccc1	0.1	-4	94	0	-0.4	20	1.1	5	104	-4
36	CCOC(=O)c1nn(-c2ccccc2F)c2nc(Nc3ccccc3)cc(=O)n12	-0.1	5	98	3	0.1	-4	1	7	96	-7
37	COC(=O)c1ccccc1NC(=O)c1noc2c1CCCC2	0.0	-12	101	0	-2.6	-4	0.95	5	113	0
38	CCOC(=O)c1sc2nc(N3CCOCC3)c3c(c2c1N)CCN(Cc1ccccc1)C3	0.1	3	94	-2	1.6	-6	0.91	11	97	-7
39	O=C(O)CSc1cc(C(F)(F)F)nc(-c2ccccn2)n1	0.0	5	96	-1	0.3	-9	1.1	16	96	-5
40	Cc1nn(C)c(C)c1CN(C)S(=O)(=O)c1ccc2ccccc2c1	0.0	33	36	-7	0.9	-47	0.81	78*	69	17
41	CC1CN(S(=O)(=O)c2cccc(C(=O)NCc3ccc4c(c3)OCO4)c2)CC(C)O1 (configuration not stated)	-0.1	-2	97	1	-1.2	-6	1.7	8	102	13
42	Cc1ccc2c(c1)nnn2C1CCN(CC(=O)Nc2ccc3c(c2)OCCO3)CC1	-0.1	1	98	-2	-0.4	8	0.8	6	99	5
43	COc1ccc(C(=O)O/N=C2\CCS(=O)(=O)c3sccc32)cc1	0.3	-14	101	-4	-1.6	14	1.9	4	111	-7
44	COC(=O)c1nc(NC(C)=O)n[nH]1	-0.1	5	101	-7	0.0	2	0.92	3	96	-3
45	CCOC(=O)COc1ccc(/C=C2/SC(=Nc3ccccc3)N(Cc3cccnc3)C2=O)cc1OC	-0.5	-7	94	4	0.2	3	1.1	4	106	20
46	CC(=O)c1ccc(NC(=O)CCSCCC(=O)Nc2ccc(C(C)=O)cc2)cc1	0.0	1	104	-6	0.1	-13	1	-5	99	6
47	CCN(CC)S(=O)(=O)c1ccc2c(c1)N(CC(=O)Nc1cccnc1Cl)C(=O)CO2	-0.1	5	102	2	0.4	3	1.2	6	95	-24
48	COc1ccc(/C=N/NC(=O)c2cc(C34CC5CC(CC(C5)C3)C4)[nH]n2)cc1OC	-0.2	-6	106	-4	0.6	7	0.95	-13	106	-11
49	CCOc1cc(/C=N/NC(=O)CSc2nncn2C)ccc1OCc1ccccc1	0.3	10	91	-2	-0.1	-13	0.96	14	91	-11
50	O=C(CCN1CCOCC1)N/N=C/c1cc(Br)cc(Br)c1O	-0.4	-7	103	-2	-0.5	13	0.97	0	105	-8
51	Clc1ccc(-c2nc(-c3ccccn3)no2)cc1Cl	-0.2	-7	45	-4	1.6	117	3	71*	106	7
52	CCCCN(CCCC)c1cc(C)nc(-c2ccccc2O)n1	-0.3	0	115	-2	-7.5	-16	1.1	-17	100	-3
53	Fc1ccccc1CNC(=S)Nc1cccc(C(F)(F)F)c1	-0.5	8	87	-11	0.2	-5	0.68	17	92	6
54	Cc1c(C=O)c(=O)n(-c2ccccc2)n1C	-0.2	0	94	-4	0.8	-11	1.6	10	98	-6
55	COc1cccc(C2CC(c3cccs3)=NN2S(C)(=O)=O)c1OC (configuration not stated)	-0.1	7	107	3	-1.3	-12	1.2	-6	92	-4
56	Cc1sc2nc(SCc3ccccc3)n(Cc3ccco3)c(=O)c2c1C	-0.1	4	97	-2	3.9	9	0.95	7	97	0
57	O=C(O)c1cccc(CN2C(=O)SC(Nc3ccccc3)C2=O)c1 (configuration not stated)	-0.4	-2	97	-3	-0.2	11	1.2	10	102	16
58	COc1ccc(C2=C(C)CC(C)(C)NC2=O)cc1OC	-0.2	-5	103	-1	0.8	0	1.1	-1	105	0
59	CS(=O)(=O)NCCOc1ccc(S(=O)(=O)N2CCCc3ccccc32)cc1	-0.1	2	115	3	1.0	2	0.78	-14	98	-2
60	Cc1cccc(C)c1NC(=O)NC1(C(=O)N2CCOCC2)CCCCC1	-0.4	-1	98	0	0.2	3	1.1	4	100	14
61	O=C(NN1CCOCC1)c1cccc2ccccc12	0.1	10	97	-6	-0.1	10	1	2	91	-8
62	Cn1c(C(=O)N2CCC(C(N)=O)CC2)cc2c(=O)n(C)c3ccccc3c21	-0.2	0	96	-5	-1.5	16	0.98	14	100	-1
63	CC1CN(C(=O)c2cccc(COc3ccccc3Cl)c2)CC(C)O1 (configuration not stated)	0.0	-4	99	-5	-0.4	62	1.6	6	100	-1
64	CCCn1c(SCC(=O)NC23CC4CC(CC(C4)C2)C3)n[nH]c1=O	-0.4	-3	103	2	0.2	-14	0.97	0	103	5
65	C=CCN1C(=O)CS/C1=N\N=C\c1cccc([N+](=O)[O-])c1	-0.3	-7	93	1	-0.2	7	1.2	11	104	-6
66	O=C(Nc1nc(-c2ccccc2)cs1)c1ccccc1NS(=O)(=O)c1ccc(F)cc1	-0.4	30	69	0	0.4	2	0.38	41	73	26*
